Bioassay records deposited in PubChem BioAssay by several laboratories.
HSF1 inhib = HSF1 inhibition; NIH3T3-HGL HSE-luciferase, MG132-induced, luminescence 8 h; active compounds read low; activity change, negative = inhibition, % at 7.5 µM (by protocol); hit rate 0.77% among 300,000;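 active means more than half of replicate wells show activity change below -50%, luminescence cut by over half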;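 further: luciferase reports HSF-1 transcriptional activity via heat shock element; 0% = median of DMSO wells and -100% = zero luminescence signal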
HSP90 inh = blocks HSP90-mediated luciferase refolding in reticulocyte lysate | hit rate 0.91% among 290,000 | Rabbit reticulocyte lysate, luciferase refolding luminescence, 3 h | AID 1789 | inhibition, % at 5.6 µM;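 active means inhibition above the screen-wide mean plus 3 SD, computed separately per campaign, cut at about 16% in these data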;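 further: 0% = DMSO wells and 100% = 60 µM geldanamycin wells; inhibitors lower the luminescence because luciferase stays unfolded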
GSK3B inh = blocks human GSK3beta kinase activity; P49841; GST-GSK3beta kinase, ADP-Glo luminescence, 60 min; active compounds read low; activity score (negative = inhibition), % at 10 µM; hit rate 0.038% among 300,000; AID 2097;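 active means more than half of replicate wells score below -50%, meaning over 50% inhibition versus plate controls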;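 further: 0% = median DMSO wells and -100% = median GW8510 positive control wells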
Target sequence (P49841 whole entry, looked up): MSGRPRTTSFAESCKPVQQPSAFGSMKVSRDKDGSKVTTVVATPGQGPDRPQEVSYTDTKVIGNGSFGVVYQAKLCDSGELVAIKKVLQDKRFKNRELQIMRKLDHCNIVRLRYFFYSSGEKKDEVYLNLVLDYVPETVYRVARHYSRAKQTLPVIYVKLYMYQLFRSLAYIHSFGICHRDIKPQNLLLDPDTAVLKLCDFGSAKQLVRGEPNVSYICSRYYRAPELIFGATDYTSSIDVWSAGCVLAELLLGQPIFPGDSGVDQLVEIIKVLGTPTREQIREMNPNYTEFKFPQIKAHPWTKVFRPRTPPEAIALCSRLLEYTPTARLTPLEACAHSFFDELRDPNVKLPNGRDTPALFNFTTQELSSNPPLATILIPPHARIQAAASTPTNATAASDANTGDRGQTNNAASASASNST
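test system = GST-tagged human GSK3beta kinase, cell-free | reagent = 25 µM ATP with peptide substrate | dosing = one dose of 10 µM per compound | schedule = 60 min reaction, RT | detection = luminescent ADP-Glo measurement of ADP formed | control set = DMSO neutral wells and GW8510 at 20 µM as positive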
Platelet DG rel = modulates dense granule release in human platelets; human platelet-rich plasma, SFLLRN dense granule ATP release, luminescence; hit rate 0.22% among 300,000; inhibition, %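 (compounds screened at 7.5 µM in platelet-rich plasma)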;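 active means mean replicate score, as percent of positive control, at or above 50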
IEC-6 cytotox = kills IEC-6 intestinal cells in KLF5 counter-screen; IEC-6 cytotoxicity, luminescence viability; inhibition, % at 5 µM; hit rate 0.78% among 290,000; in the data active means inhibition above about 22%;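 further: 0% = plate median of test compound wells and 100% = cytotoxic reference compound wells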
aSyn UTR inh = 5' untranslated region of α-synuclein, MLPCN primary screen; alpha-synuclein 5'UTR reporter, inhibitor activity; inhibition, % (tested at 7.5 µM); hit rate 0.82% among 300,000; AID 1813; in the data active means inhibition above about 60%;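 further: H4 neuroglioblastoma cells stably carrying SNCA 5'UTR luciferase fusion; 0% = DMSO wells and 100% = positive control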
Dyrk1A ADPGlo = inhibitors of rat Dyrk1A kinase; inhibition, % at 12.5 µM; ADP-Glo luminescence, NFATc1 peptide; Q63470; hit rate 0.43% among 310,000; in the data active means inhibition above about 50%;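 further: plate controls were vehicle with enzyme for no effect and no enzyme for full effect; many of its hits are not listed in these tables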
GSK3 alpha inh = inhibitors of human GSK-3 alpha kinase | P49840 | ADP-Glo luminescence, 60 min | inhibition, % at 10 µM | hit rate 0.1% among 320,000 | AID 2650;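 in the data active means inhibition above about 50%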;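 further: GST-tagged GSK-3 alpha with peptide substrate and 25 µM ATP; 0% = DMSO neutral wells and 100% = GW8510 positive control wells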
Target sequence (P49840 whole entry, looked up): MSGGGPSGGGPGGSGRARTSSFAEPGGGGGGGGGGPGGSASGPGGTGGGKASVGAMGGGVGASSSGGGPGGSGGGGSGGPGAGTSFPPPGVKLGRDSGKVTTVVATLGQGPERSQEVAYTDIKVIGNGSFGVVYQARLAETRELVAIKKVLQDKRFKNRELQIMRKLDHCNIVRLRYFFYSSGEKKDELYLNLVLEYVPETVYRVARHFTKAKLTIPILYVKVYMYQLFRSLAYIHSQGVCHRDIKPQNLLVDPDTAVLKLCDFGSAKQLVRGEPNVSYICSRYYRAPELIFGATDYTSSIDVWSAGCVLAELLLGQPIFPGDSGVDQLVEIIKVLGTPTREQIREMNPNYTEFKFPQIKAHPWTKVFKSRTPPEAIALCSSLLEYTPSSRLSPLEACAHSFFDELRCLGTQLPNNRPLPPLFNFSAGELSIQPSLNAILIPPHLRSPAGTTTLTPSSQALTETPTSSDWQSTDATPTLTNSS
KLF5 inh = kruppel-like factor 5 inhibition | DLD-1 KLF5 promoter-luciferase reporter, luminescence | inhibition, % at 5 µM | hit rate 0.23% among 290,000;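 active means inhibition above a per-plate limit of that plate's mean compound inhibition plus 3 SD, cut at about 60% in these data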;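 further: 0% = DMSO wells and 100% = LY294002 at 200 µM; higher means less KLF5 promoter-driven luciferase light; inactives centre near -14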
HSF-1 act = increases HSF-1 driven luciferase reporter signal | NIH3T3-HGL HSF-1 luciferase reporter, MG132, 8 h; 100% = twice DMSO control signal | activation, % at 9 µM | hit rate 1.7% among 300,000 | AID 504408;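 active means mean replicate activation of at least 50% with a set share of replicates each reaching 50%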;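 further: 0% = median of the neutral control wells and 100% = twice that signal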
Active calls of the source: *; . = not tested or not shown. A portion of the library; rates above refer to the full screens.

entry	canonical_smiles	HSF1 inhib	HSP90 inh	GSK3B inh	Platelet DG rel	IEC-6 cytotox
1	c1csc(C2=Nn3c(nnc3-c3ccncc3)SC2)c1	-40	-3	-26	-3	-6
2	Cc1ccnc(NC(=O)CCC(=O)N(Cc2ccco2)C(C(=O)NC(C)C)c2ccc(F)cc2)c1 (stereo not drawn)	3	-1	2	-2	-2
3	O=C(COC(=O)C1=COCCO1)Nc1ccc(F)c(F)c1	-2	.	1	0	.
4	C#CCn1c(=O)cc(C)c2ccccc21	-2	3	-1	-2	-4
5	C/C(=N\NC(=O)CSc1nc2ccccc2o1)c1cccc(O)c1	-7	1	-1	-4	5
6	Cc1ccc(CNC(=O)C2=NNC(=O)CC2)cc1	-4	1	4	-2	-2
7	Cc1cccn2c(=O)c3cc(C(=O)NCc4ccc(F)cc4)c(=N)n(CC4CCCO4)c3nc12 (stereo not drawn)	5	-5	-1	-6	0
8	Cn1c(=O)c2c(ncn2CC(=O)N/N=C/C=C/c2ccccc2)n(C)c1=O	4	1	1	2	6

entry	aSyn UTR inh	Dyrk1A ADPGlo	GSK3 alpha inh	KLF5 inh	HSF-1 act
1	33	31	87*	10	-46
2	-9	-3	3	-19	23
3	9	3	-1	.	-17
4	10	-1	-1	-7	-4
5	-11	1	-1	-23	-13
6	-3	-5	6	0	17
7	1	.	-2	-6	8
8	23	-3	-1	-8	-6

entry	canonical_smiles	HSF1 inhib	HSP90 inh	GSK3B inh	Platelet DG rel	IEC-6 cytotox
9	CN(Cc1ccccc1F)C(=O)c1ccc(Oc2ccccc2)cc1	1	-1	2	-2	-2
10	O=[N+]([O-])c1cc(/C=N\Nc2nc(-c3ccccc3)cs2)ccc1O	11	-3	1	0	6
11	O=C(Nc1ccc(C(F)(F)F)cc1)C1CCN(S(=O)(=O)c2ccc(N3CCCC3=O)cc2)CC1	-12	-1	0	-6	12
12	COc1cccc(S(=O)(=O)NCc2ccc(C(=O)NCc3ccccn3)cc2)c1	-3	-6	2	-1	-4
13	COC(CNC(=O)c1ccc2nc(-c3ccccc3)c(-c3ccccc3)nc2c1)OC	-2	4	1	30	7
14	CCOC(=O)c1c(CN2CCN(Cc3ccccc3)CC2)n(C)c2cc(Br)c(OC)cc12	2	-2	0	-6	8
15	COc1ccc(CNC(=O)C2=CCN(S(=O)(=O)c3ccc(C)cc3)CC2)cc1	9	-1	-1	-2	-1
16	C[C@H](NC(=O)[C@@H]1Cc2ccccc2CN1)C(=O)Nc1ccc2c(c1)OCCO2	-7	2	-1	1	-3

entry	aSyn UTR inh	Dyrk1A ADPGlo	GSK3 alpha inh	KLF5 inh	HSF-1 act
9	-15	0	0	-25	-15
10	-67	5	0	9	28
11	34	-4	-3	-6	5
12	-15	2	2	-21	13
13	15	-7	1	-2	1
14	-8	4	-1	-18	8
15	-2	0	-2	-27	6
16	-65	.	-2	-15	1

entry	canonical_smiles	HSF1 inhib	HSP90 inh	GSK3B inh	Platelet DG rel	IEC-6 cytotox
17	Cc1ccc(CNC(=O)C(NS(=O)(=O)c2ccc3nc(C)sc3c2)C(C)C)cc1 (stereo not drawn)	2	2	-1	-30	4
18	Cc1nn(-c2cc(N3CCOCC3)ccc2N)c(=O)c2ccccc12	-3	2	-4	2	4
19	CO/N=C(/CS(=O)(=O)c1ccc(Br)cc1)c1ccc(OC)cc1	-17	3	-1	0	-4
20	Cc1ccc(C)c(OC(=O)c2cccc(S(=O)(=O)N3CCN(C)CC3)c2)c1	1	-3	1	-1	0
21	CCS(=O)(=O)N1CCC2(CC1)OCCN2S(=O)(=O)c1ccc(C)cc1	2	.	-1	3	.
22	CCN1CCN(c2cc(=O)n(C3CCCCC3)c(=O)[nH]2)CC1	-6	-1	1	-2	-2
23	NC(=S)N/N=C/c1ccc(-c2cc(Cl)c(Cl)cc2Cl)o1	4	2	-4	-3	2
24	COc1ccc(C2=NNC(c3cccs3)=Nc3ccc(OC)cc32)cc1	6	-1	-1	1	-5

entry	aSyn UTR inh	Dyrk1A ADPGlo	GSK3 alpha inh	KLF5 inh	HSF-1 act
17	-13	-1	-3	-24	18
18	11	3	0	-5	-1
19	-43	4	1	-15	-28
20	-13	-3	5	-28	13
21	5	-4	3	.	-1
22	4	3	1	-5	-1
23	-60	-3	-1	-28	14
24	-11	1	17	-31	9

entry	canonical_smiles	HSF1 inhib	HSP90 inh	GSK3B inh	Platelet DG rel	IEC-6 cytotox
25	Cc1ccc(O)c(C2=NOC(O)(C(F)(F)F)C2)c1 (stereo not drawn)	-5	-3	1	4	0
26	O=C(NCC(=O)N1CCc2ccccc2C1)c1ccc(Cl)cc1Cl	-5	1	0	0	1
27	CCOC(=O)c1cnc2c(c(C)nn2-c2ccc(C)cc2)c1Cl	-9	-4	0	-3	-2
28	Cc1cccc(-n2nc3c(c2NC(=O)c2ccco2)CS(=O)(=O)C3)c1C	-8	-4	-1	5	6
29	COCCNc1ncnc2c1[nH]c1ccccc12	0	5	0	-6	5
30	CCN(CC)S(=O)(=O)c1ccc2oc(C(=O)Nc3ccc(OC)cc3OC)c(C)c2c1	-6	2	.	-7	0
31	Nn1cnnc1N/N=C/c1ccc(Cl)c([N+](=O)[O-])c1	-98*	46*	-2	-11	52*
32	O=C(O)c1[nH]c2ccccc2c1NS(=O)(=O)c1ccc(F)cc1	-5	-3	4	-3	5

entry	aSyn UTR inh	Dyrk1A ADPGlo	GSK3 alpha inh	KLF5 inh	HSF-1 act
25	-1	3	-4	-60	-7
26	-28	0	-2	-37	-2
27	-27	-2	.	-13	5
28	3	-6	1	-23	-9
29	6	3	1	-18	4
30	48	4	1	-52	-12
31	-52	-1	-1	-21	-97
32	34	3	5	-8	3

HSF1 inhib: what is marked active above.
entry	molecule	HSF1 inhib	HSP90 inh	GSK3B inh	Platelet DG rel	aSyn UTR inh	Dyrk1A ADPGlo	GSK3 alpha inh	KLF5 inh	HSF-1 act
31	Nn1cnnc1N/N=C/c1ccc(Cl)c([N+](=O)[O-])c1	-98*	46*	-2	-11	-52	-1	-1	-21	-97

Rewritten with each value named: entries from further up.
29. COCCNc1ncnc2c1[nH]c1ccccc12
  HSF1 inhib: 0
  HSP90 inh: 5
  GSK3B inh: 0
  Platelet DG rel: -6
  IEC-6 cytotox: 5
  aSyn UTR inh: 6
  Dyrk1A ADPGlo: 3
  GSK3 alpha inh: 1
  KLF5 inh: -18
  HSF-1 act: 4

25. Cc1ccc(O)c(C2=NOC(O)(C(F)(F)F)C2)c1 (stereo not drawn)
  HSF1 inhib: -5
  HSP90 inh: -3
  GSK3B inh: 1
  Platelet DG rel: 4
  IEC-6 cytotox: 0
  aSyn UTR inh: -1
  Dyrk1A ADPGlo: 3
  GSK3 alpha inh: -4
  KLF5 inh: -60
  HSF-1 act: -7

(listing goes on)
entry	canonical_smiles	HSF1 inhib	HSP90 inh	GSK3B inh	Platelet DG rel	IEC-6 cytotox
33	COc1cccc(C(=O)c2cc3ccc(O)cc3oc2=O)c1	4	2	-3	70*	2
34	O=S(=O)(c1cccs1)N1CCN(c2ccccn2)CC1	-1	-1	4	-2	-2
35	Cc1ccc(N2CC(C(=O)N3CCC(C(=O)NC(C)(C)C)CC3)CC2=O)cc1 (stereo not drawn)	-5	0	1	-16	-5
36	CC(C)(C)c1ccccc1NC(=O)c1ccc2c(c1)SC1=NS(=O)(=O)CCN12	6	2	3	11	0
37	COc1cc(-c2cc(-c3ccccc3)nc(SCC(=O)O)c2C#N)cc(OC)c1OC	2	-1	1	-3	-1
38	COc1cc(CN(C)C(C)C(=O)Nc2ccc([N+](=O)[O-])cc2Cl)ccc1OC(F)F (stereo not drawn)	-7	-4	0	2	0
39	CN(C)C(=O)c1cnc(Sc2ncc(C(F)(F)F)cc2Cl)n1C	-10	2	4	3	-3
40	CCN(CC)c1ccc(NS(=O)(=O)c2ccc(OC)cc2)cc1	3	-2	2	10	-2

entry	aSyn UTR inh	Dyrk1A ADPGlo	GSK3 alpha inh	KLF5 inh	HSF-1 act
33	-37	9	2	3	10
34	17	3	1	-14	1
35	1	2	-2	-10	1
36	14	-3	-2	2	20
37	-3	-1	-2	-27	-7
38	48	-2	-1	-6	-17
39	-11	3	-7	-21	-7
40	0	2	-3	-17	15

entry	canonical_smiles	HSF1 inhib	HSP90 inh	GSK3B inh	Platelet DG rel	IEC-6 cytotox
41	CCN1C(=O)[C@H]2[C@@H](c3ccc(-c4ccccc4)cc3)N[C@@](CC(C)C)(C(=O)OC)[C@H]2C1=O	-5	.	-26	1	.
42	CCN(CC)C(=O)CSC1=Nc2ccccc2C2=NC(Cc3c[nH]c4ccccc34)C(=O)N12 (stereo not drawn)	-6	-2	0	1	2
43	O=[N+]([O-])c1ccc2oc(C3CCCCC3)nc2c1	-4	2	-4	2	3
44	COCCN1Cc2cccc(C(=O)NCc3ccccn3)c2C1=O	-17	1	1	-8	2
45	O=C(c1ccco1)N1CCN=C1SCc1cccnc1	1	1	-4	-3	8
46	O=C(Nc1nccs1)c1cc([N+](=O)[O-])ccc1Cl	-5	-2	1	0	5
47	Cc1cc(NC(=O)Cn2nnc(-c3ccccc3N)n2)no1	-16	1	-21	-14	7
48	O=C1CC(NCCN2CCOCC2)C(=O)N1Cc1ccc(N2CCCC2=O)cc1 (stereo not drawn)	1	2	-1	2	-5

entry	aSyn UTR inh	Dyrk1A ADPGlo	GSK3 alpha inh	KLF5 inh	HSF-1 act
41	25	3	1	.	7
42	-30	2	-6	8	1
43	-33	.	-2	8	6
44	0	0	-4	4	-32
45	29	-4	-1	-11	3
46	-68	11	-2	-8	-5
47	-7	3	-2	-4	2
48	5	1	2	-7	2

Random excerpt: two records from the list
entry	canonical_smiles	HSF1 inhib	HSP90 inh	GSK3B inh	Platelet DG rel	IEC-6 cytotox
44	COCCN1Cc2cccc(C(=O)NCc3ccccn3)c2C1=O	-17	1	1	-8	2
41	CCN1C(=O)[C@H]2[C@@H](c3ccc(-c4ccccc4)cc3)N[C@@](CC(C)C)(C(=O)OC)[C@H]2C1=O	-5	.	-26	1	.

entry	aSyn UTR inh	Dyrk1A ADPGlo	GSK3 alpha inh	KLF5 inh	HSF-1 act
44	0	0	-4	4	-32
41	25	3	1	.	7
